Screening data as filed in PubChem BioAssay.
JNK3 blocker – inhibitors of human JNK3 kinase | purified JNK3 kinase activity, HTS | inhibition, % at 8 µM | 0.61% of 60,000 active | AID 746; in the data active = inhibition above about 17%;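 note: 0% = DMSO and 100% = reference inhibitor; many of its hits are not listed in these tables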
Target sequence (P53779 whole entry, looked up): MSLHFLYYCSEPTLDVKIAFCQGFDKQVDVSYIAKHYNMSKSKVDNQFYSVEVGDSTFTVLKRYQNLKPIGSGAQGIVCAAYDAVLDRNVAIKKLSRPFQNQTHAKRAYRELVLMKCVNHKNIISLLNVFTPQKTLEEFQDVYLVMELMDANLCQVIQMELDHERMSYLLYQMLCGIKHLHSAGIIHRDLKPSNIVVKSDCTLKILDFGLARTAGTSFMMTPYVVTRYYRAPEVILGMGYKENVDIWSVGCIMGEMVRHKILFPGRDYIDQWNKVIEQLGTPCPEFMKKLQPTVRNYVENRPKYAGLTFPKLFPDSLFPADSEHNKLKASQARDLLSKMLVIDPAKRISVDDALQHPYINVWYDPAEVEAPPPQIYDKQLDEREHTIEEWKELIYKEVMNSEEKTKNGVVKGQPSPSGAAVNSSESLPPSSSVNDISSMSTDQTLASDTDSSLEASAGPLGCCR
CatB inh – blocks human cathepsin B protease activity; 0.1% of 63,000 active; P07858; inhibition, %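 (tested at 10 µM)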; purified cathepsin B, fluorogenic substrate, fluorescence; in the data active = inhibition above about 21%;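 note: 0% = enzyme with no compound and 100% = no enzyme blank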
AP ELISA ortho – alternative pathway complement inhibition, orthogonal assay | AID 1235 | inhibition, % at 5 µM | Human serum alternative complement pathway, LPS-coated ELISA, C3 deposition; tested in compound mixtures | 0.08% of 62,000 active;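 active = inhibition above 30% in each of the two pooled mixtures holding the compound, so the lower value exceeds 30%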;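 note: 0% = serum in Mg-EGTA without compound and 100% = EDTA serum blank; some compounds past the cut are filed as inactive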
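Medium: diluted human serum in Mg2+-EGTA GVB++. Assay system: human serum complement alternative pathway, C3 deposition onto LPS. Also added: Plate-bound LPS. Technique: Anti-C3 ELISA, OD 450 nm. Measure: percent inhibition. Incubation: 1 h at 37 °C. Dosing: 5 µM each compound, pools of ten, 50 µM per pool.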
RORA act – activates the human nuclear receptor RORA; P35398; CHO-K1 Gal4-RORA LBD luciferase reporter, luminescence; percent increase over mock-subtracted basal signal; activation, % at 10 µM; 1.5% of 65,000 active;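 active = activation above the mean of all tested compounds plus 3 SD, cut at about 49% in these data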;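 note: 0% = DMSO-treated RORA cells and 100% = added signal equal to DMSO minus mock-transfected cells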
Target sequence (P35398 whole entry, looked up, the tested form may be a part): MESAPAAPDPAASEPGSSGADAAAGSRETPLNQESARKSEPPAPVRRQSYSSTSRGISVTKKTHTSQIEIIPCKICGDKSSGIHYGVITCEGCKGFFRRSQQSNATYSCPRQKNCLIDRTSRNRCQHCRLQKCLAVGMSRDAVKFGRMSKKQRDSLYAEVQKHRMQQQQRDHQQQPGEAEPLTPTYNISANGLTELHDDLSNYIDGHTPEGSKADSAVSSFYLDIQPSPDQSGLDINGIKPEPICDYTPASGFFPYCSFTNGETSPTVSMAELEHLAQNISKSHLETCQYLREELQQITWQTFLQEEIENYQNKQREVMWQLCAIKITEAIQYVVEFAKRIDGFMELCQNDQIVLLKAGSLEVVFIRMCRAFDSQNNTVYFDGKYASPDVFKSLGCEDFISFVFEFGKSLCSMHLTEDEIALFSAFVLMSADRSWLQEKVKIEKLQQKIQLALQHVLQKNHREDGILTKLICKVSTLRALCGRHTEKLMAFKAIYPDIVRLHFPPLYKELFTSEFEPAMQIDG
Ec RNAP inh – inhibitors of Escherichia coli RNA polymerase; E. coli RNA polymerase, fluorescence transcription assay; 0.2% of 62,000 active; P0A8V2; inhibition, %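 (tested at 10 µM)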; in the data active = inhibition above about 20%;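 note: 0% = enzyme without compound and 100% = no enzyme blank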
CatS inh – human cathepsin S inhibition; 0.06% of 62,000 active; recombinant cathepsin S, AMC dipeptide fluorescence, pooled mixtures; inhibition, %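 (tested at 5 µM per compound within 10-compound mixtures)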; in the data active = inhibition above about 32%, passing the limit was not always enough;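 note: 0% = enzyme without compound and 100% = blank without enzyme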
ROCK2 inh – ROCK2 (human) kinase inhibition | O75116 | purified ROCK2, Kinase-Glo ATP depletion luminescence | inhibition, % at 6 µM | 0.35% of 60,000 active | AID 604;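 active = inhibition above the screen-wide mean inhibition plus 3 SD, cut at about 18% in these data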;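 note: plate controls were DMSO wells for no effect and Y-27632 control wells after no-enzyme background subtraction for full effect; many of its hits are not listed in these tables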
PKA kinase inh – inhibitors of human protein kinase A; 0.1% of 65,000 active; inhibition, % at 6 µM; P17612; PKA Kemptide phosphorylation, Kinase-Glo ATP luminescence; AID 524;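 active = inhibition above the screen-wide mean inhibition plus 3 SD, cut at about 21% in these data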; note: many of its hits are not listed in these tables
CatB mix inh – inhibitors of human cathepsin B in compound mixtures. Purified cathepsin B, AMC dipeptide fluorescence. inhibition, %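 (ten-compound pools at 5 µM per compound and 50 µM total)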. 0.06% of 62,000 active; in the data active = inhibition above about 22%, passing the limit was not always enough;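 note: 0% = enzyme without compound and 100% = no enzyme blank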
Starred values were filed as active, the others as inactive; nt = no result given.

Every second line gives: CatB mix inh	CatB inh	PKA kinase inh	CatS inh	AP ELISA ortho	JNK3 blocker	ROCK2 inh	Ec RNAP inh	RORA act
- CCOC(=O)N1CCN(c2c(Nc3ccc4c(c3)OCCO4)c(=O)c2=O)CC1
→ 3	0	-9	5	17	-1	0	15	-6
- CN(C)c1ccc2c(c1)OC(N)=C(C#N)C2c1cccc(F)c1 (stereo not given)
→ -5	-3	4	-5	17	-2	0	-7	-30
- CCCOc1cccc(CN2CCCCC2c2cccnc2)c1 (stereo not given)
→ 2	4	-9	-2	-1	2	-1	3	12
- O=C1/C(=N/n2cnnc2)c2ccccc2N1Cc1ccccc1
→ -2	1	6	7	15	-2	4	6	8
- COC(=O)Cn1cnc2c(C#N)c3n(c2c1=O)CCCCC3
→ 0	1	5	2	-13	-2	7	9	0
- CCCCSc1nnc(-c2ccc(C)cc2)o1
→ -7	1	-1	0	-13	-2	-2	-2	23
- CCOC(=O)CCC(=O)Nc1ccc(S(=O)(=O)N2CCCC2)cc1
→ 2	5	-1	-5	12	-3	-3	6	5
- Cc1cc(C)n(-c2ncnc3sc4c(c23)CC(C)CC4)n1 (stereo not given)
→ 0	1	-2	-7	9	0	-7	1	12
- Cc1ccc(C)c2[nH]c(=O)c(CCNC(=O)c3ccc4c(c3)OCO4)cc12
→ nt	nt	-1	nt	nt	-4	2	nt	-16
- CCc1[nH]c(C)c(C(C)=O)c1C
→ 0	-5	-5	-9	13	4	1	5	-6
- CC(=O)CC1(O)C(=O)N(CN2CCN(c3ccccc3)CC2)c2ccccc21 (stereo not given)
→ 2	-1	-7	-5	15	-4	-2	-3	-10
- COc1ccc(CN(C(=O)Cn2nnc3ccccc32)C(C(=O)NC(C)(C)C)c2ccco2)cc1 (stereo not given)
→ 6	0	4	1	8	-2	5	8	-9
- CC(c1ccccc1)n1cnc2ccccc21 (stereo not given)
→ 3	-2	2	-4	11	-2	-1	8	-4
- CN1C(=S)SC(N(O)C(=O)NC2CCCCC2)C1(C)C (stereo not given)
→ 2	7	6	2	6	0	0	0	-13
- COc1ccc(C(=O)O)cc1S(=O)(=O)NCCCN1CCCC1=O
→ -1	1	8	-6	-1	-3	6	4	-16
- CCCOc1ccc(C(=O)Nc2cc(-c3nn4c(C)nnc4s3)ccc2C)cc1
→ 4	11	-5	11	20	1	-11	14	-21
- COCCNC(=O)CCc1nc(-c2ccccc2)no1
→ -4	-3	8	-3	12	-2	5	-5	-14
- CC(C)[C@H](N)c1nnc(SCc2ccc(Cl)cc2)o1
→ -3	1	6	1	2	9	9	4	0
- CC1Cc2ccccc2N1C(=O)CSC1=NCCS1 (stereo not given)
→ 4	2	-3	-6	14	nt	nt	5	-28
- O=C(NCCc1ccccc1)c1cc2ncc(Br)cn2n1
→ 3	1	10	8	-8	-3	10	8	2
- CCn1c(=O)cc(OCC(=O)N2CCc3ccccc32)c2ccccc21
→ 4	0	9	-5	16	7	-7	5	6
- O=C(CCS(=O)(=O)c1cccs1)N1CCN(c2ccc(F)cc2)CC1
→ 1	0	8	-4	4	nt	nt	6	32
- CCOc1ccc(N2CC(C(=O)NC(C)C)CC2=O)cc1 (stereo not given)
→ 5	2	5	3	11	5	8	7	6
- Cc1cc(C)n2nc(S(=O)(=O)N(C)Cc3ccccc3)nc2n1
→ 2	3	4	8	-1	-7	4	6	9
- C=CCn1c(Cc2cccs2)nnc1SCC(=O)Nc1ccc(OC)cc1
→ 3	-3	1	13	5	2	-1	8	-6
- CC(=O)Nc1sc2c(c1C#N)CC(C)(C)NC2(C)C
→ -4	-15	11	-5	12	8	11	0	-6
- COC(=O)CSc1nnc(-c2ccco2)o1
→ 1	0	4	-5	13	3	2	8	-2
- CC1(C)CC(=O)c2cnc(NCC3CCCO3)nc2C1 (stereo not given)
→ -7	0	1	-7	6	-1	5	6	-23
- Oc1c(CN2CCOCC2)cc(-c2ccccc2)cc1CN1CCOCC1
→ -4	-6	8	12	-2	-3	3	7	8
- CCOC(=O)NC(CC(=O)O)c1ccc(OCC)cc1 (stereo not given)
→ 1	0	0	-3	4	-8	0	15	-6
- COc1ccccc1Nc1nc(N)nc(CN(C)C2CCCCC2)n1
→ 6	-4	8	11	10	0	7	8	-13
- CCOC(=O)CNC(=O)CSc1nnnn1-c1cc(C)ccc1C
→ 4	2	1	-9	13	-1	9	0	-21
- O=S(=O)(Nc1ccccn1)c1ccc(Oc2ccccc2)cc1
→ 3	-4	5	-3	17	5	-6	4	14
- O=C(CCNS(=O)(=O)c1cccs1)NCc1cccs1
→ 0	-2	-2	-1	0	nt	nt	-1	0
- CCN1C(=S)SC(=O)C1=C1C=C(C)N(CCO)C(C)=C1
→ 3	6	-2	7	2	nt	nt	12	36
- c1ccc(CCc2nc(-c3cccnc3)no2)cc1
→ -3	-3	3	-3	12	4	17	-9	15
- c1ccc(-c2cn3c4c(sc3n2)CCCC4)cc1
→ 1	1	0	2	1	-5	-14	9	-74
- CCc1ccccc1NC1c2ccccc2C(=O)N1Cc1ccco1 (stereo not given)
→ -2	-3	-8	-2	18	-4	-1	-12	9
- O=C(O)CNCC1COc2ccccc2O1 (stereo not given)
→ -2	-1	-5	-1	9	4	-3	2	-18
- CC(C)(C)c1nc(SCC(=O)NCc2ccco2)c2ccccc2n1
→ -2	1	-4	0	4	-3	-4	6	-20
- N#CC1=C(N)C(C#N)(C#N)[C@H](c2ccncc2)[C@H]2CN(C(=O)OCc3ccccc3)CC=C12
→ 2	2	7	-6	22	6	12	4	-18
- O=C(Nc1nccs1)c1ccc(Br)o1
→ 3	0	11	-2	12	18*	4	-3	24
- Clc1ccc(OCc2nc(-c3ccccn3)no2)c(Br)c1
→ 1	2	-3	-6	7	0	-2	6	-42
- CCC(CC)C(=O)NCCc1ccc(S(N)(=O)=O)cc1
→ -1	5	0	6	12	nt	nt	-6	3
- O=C(O)c1cccnc1SC1CC(=O)N(Cc2ccccc2)C1=O (stereo not given)
→ -1	-2	1	0	6	-4	3	-1	7
- CCCCOc1ccc(C(=O)Nc2ccc(N3CCN(C(C)=O)CC3)cc2)cc1
→ -6	2	-6	-19	-2	-7	-3	9	-15
- O=C(NCCCN1CCN(c2cccc(Cl)c2)CC1)c1cccc(N2CCCC2=O)c1
→ -4	-1	5	10	-5	nt	nt	8	11
- Cc1sc2ncnc(N3CCCCC3C)c2c1C (stereo not given)
→ 0	1	9	8	1	-5	9	6	-17
- N#CCCNc1ccc(OCCC#N)cc1
→ -1	-1	-4	-4	17	-2	-3	-1	2
- COc1ccc(CCC(=O)NCc2cn3ccsc3n2)cc1
→ nt	nt	-2	nt	nt	-15	4	nt	-8
- Cc1nc(NCCN2CCOCC2)c2oc3ccccc3c2n1
→ -8	-3	6	8	-10	nt	nt	4	5
- CC[N+](CC)(CC)C/C(N)=N/O
→ 2	1	8	5	-5	2	2	12	2
- CCOCCCNC(=O)c1c(C)[nH]c(C(=O)OCC)c1C
→ 0	0	5	5	7	1	6	4	-18
- C=CCc1c(C)nc(SCCC)[nH]c1=O
→ nt	1	-2	nt	nt	3	-17	6	-25
- CCOC(=O)Cn1c2c(c(=N)c3c1CCC3)CCC2
→ 2	3	17	0	5	-2	3	6	-8
- O=c1c2c(nc3c(-c4ccccc4)c[nH]n13)CCCC2
→ 3	4	2	6	-7	nt	nt	14	-9
- CCCN1C(=O)C(NS(=O)(=O)c2ccc(N)cc2)(C(F)(F)F)C(C(=O)OC)=C1C (stereo not given)
→ 4	1	0	4	5	2	1	11	-3
- Cc1c(Nc2ncnc3c2cnn3-c2ccccc2)c(=O)n(-c2ccccc2)n1C
→ 3	4	-1	-1	26	2	4	-1	-10
- CCc1nc(SCC(=O)Nc2cc(C)on2)c2c(=O)n(C)c(=O)n(C)c2n1
→ 3	-1	2	3	23	-2	6	2	6
- CC(=O)c1ccc(OCCCC(=O)OCc2nnc(-c3ccc(Cl)cc3)o2)cc1
→ -1	-5	10	7	-2	5	2	8	0

Other compounds:
Every second line gives: CatB mix inh	CatB inh	PKA kinase inh	CatS inh	AP ELISA ortho	JNK3 blocker	ROCK2 inh	Ec RNAP inh	RORA act
- COc1ccc(OC)c(NC(=O)C2CCCN2C(=O)C2CCC(C)CC2)c1 (stereo not given)
→ 1	2	10	7	9	-2	3	9	-6
- O=C(Cn1cnc2c(cnn2-c2ccc(F)cc2)c1=O)N1CCN(c2ccccc2F)CC1
→ -13	-4	-6	-20	20	3	-6	-8	0
- OC1CCCN(Cc2ccc3c(c2)Cc2ccccc2-3)C1 (stereo not given)
→ 4	2	13	-1	4	-1	5	8	6
- Cn1c2ccccc2c2nnc(SC3CCOC3=O)nc21 (stereo not given)
→ 4	-1	-6	6	-18	4	4	-10	-4
- O=C(COc1ccc(Cl)cc1Cl)NC(=O)N1CCCCC1
→ -2	0	-5	14	15	-3	-4	-1	8
- CCn1nnc(NC(=O)CSc2ccc(Cl)cc2)n1
→ 3	5	9	-7	13	4	7	3	-3
- CCOC(=O)N1CCC(c2cc(=O)n3[nH]c(-c4ccccc4)cc3n2)CC1
→ 2	2	0	-3	4	-3	1	5	-7
- CC(C)CC(c1nnnn1CC1CCCO1)N1CCN(Cc2ccc3c(c2)OCO3)CC1 (stereo not given)
→ 5	2	4	10	-2	1	3	8	4
- CCOc1cc2c3c(c1)C1(OCCO1)C(=O)N3C(C)(C)CC2C (stereo not given)
→ 0	0	-4	23	2	-5	-10	6	-12
- COc1ccccc1N1CCN(Cc2ccc(Br)o2)CC1
→ 2	nt	12	-8	-3	2	6	7	-4
- O=C(Nc1cnn(Cc2ccccc2)c1)c1cc2nc(-c3ccco3)cc(C(F)(F)F)n2n1
→ 1	2	1	-1	1	6	4	3	20
- CCN(CC)S(=O)(=O)c1ccc(-c2nnco2)cc1
→ 0	-2	3	-3	6	nt	nt	1	4
- Cc1cc(C)cc(N2C(=O)N(c3ccccc3C)C3CS(=O)(=O)CC32)c1 (stereo not given)
→ -1	4	-7	4	8	1	-6	1	-2
- COc1ccccc1-c1nnc(SCC(=O)N2CCOCC2)o1
→ 4	5	9	-3	22	-2	6	6	44
- O=S1(=O)CCN2C=Nc3sc4c(c3C2=N1)CCCC4
→ 1	-1	8	19	7	-2	6	4	0
- CCC(C)(C)NC(=O)C(c1cccc(OC)c1)N(C(=O)c1ccn[nH]1)c1cccc(OC)c1 (stereo not given)
→ 4	1	0	0	6	0	-1	2	-2
- O=C(Nc1nnc(C(F)(F)F)s1)c1cccnc1
→ -4	2	3	14	5	-2	2	6	66*
- CC(=O)Nc1ccc(S(=O)(=O)N2CCC(c3nc4ccccc4[nH]3)CC2)cc1
→ 4	4	8	7	-2	5	0	10	-10
- CCN1CCN(Cc2nc3c(c(=O)n(C)c(=O)n3C)n2CC(=O)c2ccccc2)CC1
→ 3	0	-3	0	1	2	-1	4	-10
- C/C(=N\O)c1ccccc1C(=O)O
→ 0	1	5	-3	-15	-6	3	9	14
- Cc1cc2c(c(=O)n1CC1CCCO1)C(c1ccco1)C(C#N)=C(N)O2 (stereo not given)
→ -1	2	7	7	19	1	5	0	11
- CC1(C)N=C(c2ccc(Cl)cc2Cl)C(=O)N1
→ 4	6	6	-2	22	-1	4	7	9
- COC(=O)CN1C(=O)COc2ccc(Cl)cc21
→ 3	-1	-1	-7	29	-4	0	-1	1
- CC(C)OCCCNS(=O)(=O)c1ccc2c(c1)oc(=O)n2C
→ 2	-2	-9	3	8	0	1	-1	-16
- COc1ccccc1NS(=O)(=O)c1ccc(Br)s1
→ 5	-4	3	11	4	-7	4	2	-12
- CC(C(=O)N1c2ccc(F)cc2CCC1C)N1C(=O)c2ccccc2C1=O (stereo not given)
→ 10	-4	9	17	5	1	5	11	-17

An excerpt. The share of hits here may be higher or lower than overall.
